Screening results from PubChem.
M4 ag: agonists of human muscarinic M4 receptor (CHRM4); P08173; CHO-K1 hM4/Gqi5, Fluo-8 calcium fluorescence; vehicle 0%, full acetylcholine response 100%; activation, % at 3 µM; 0.14% of 360,000 active; AID 624127;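 active = activation above the run mean over all test wells plus 3 SD, cut at about 32% in these data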;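 also: peak over basal fluorescence ratio per well then scaled between controls; 0% = DMSO wells and 100% = acetylcholine at EC100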
Target sequence (P08173 whole entry, looked up): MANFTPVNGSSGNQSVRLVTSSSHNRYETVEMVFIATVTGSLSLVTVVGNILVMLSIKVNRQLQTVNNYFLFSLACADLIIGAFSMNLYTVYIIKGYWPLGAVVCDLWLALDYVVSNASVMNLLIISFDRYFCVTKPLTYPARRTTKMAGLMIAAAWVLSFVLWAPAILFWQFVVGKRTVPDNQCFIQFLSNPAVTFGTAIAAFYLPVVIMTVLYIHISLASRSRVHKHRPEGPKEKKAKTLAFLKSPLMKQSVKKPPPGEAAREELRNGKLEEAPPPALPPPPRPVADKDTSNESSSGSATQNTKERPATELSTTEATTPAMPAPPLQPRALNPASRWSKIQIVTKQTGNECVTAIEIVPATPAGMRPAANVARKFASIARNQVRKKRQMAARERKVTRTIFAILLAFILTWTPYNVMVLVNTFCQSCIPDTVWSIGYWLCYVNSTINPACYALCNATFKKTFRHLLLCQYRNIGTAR
M5 PAM: positive allosteric modulators of human muscarinic M5 receptor; P08912; CHO-K1 hM5, Fluo-8 calcium, ACh EC20 PAM; 0% = ACh EC20, 100% = ACh EC100; activation, % at 3 µM; 0.3% of 360,000 active; AID 624038;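 active = activation above the run cutoff, the mean activation of all test compounds plus 3 SD, cut at about 18% in these data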
Target sequence (P08912 whole entry, looked up): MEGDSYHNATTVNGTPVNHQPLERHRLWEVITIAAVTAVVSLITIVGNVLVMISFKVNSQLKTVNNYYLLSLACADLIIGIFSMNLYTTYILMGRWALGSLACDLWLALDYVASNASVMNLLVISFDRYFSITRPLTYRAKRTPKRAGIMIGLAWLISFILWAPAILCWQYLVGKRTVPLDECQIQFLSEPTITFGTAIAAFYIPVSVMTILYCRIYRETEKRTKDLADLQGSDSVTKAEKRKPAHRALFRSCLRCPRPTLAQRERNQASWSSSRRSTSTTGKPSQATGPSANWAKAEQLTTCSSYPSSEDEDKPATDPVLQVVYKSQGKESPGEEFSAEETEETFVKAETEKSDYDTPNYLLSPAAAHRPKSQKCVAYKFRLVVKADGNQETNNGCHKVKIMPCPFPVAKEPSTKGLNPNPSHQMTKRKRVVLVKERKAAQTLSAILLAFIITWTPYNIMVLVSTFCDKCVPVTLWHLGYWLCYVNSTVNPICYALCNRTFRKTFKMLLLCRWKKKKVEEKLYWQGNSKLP
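System: CHO-K1 hM5 cells. Reagent: acetylcholine, EC20 level. Compound dosing: single dose, 3 µM nominal final test concentration. Timing: Post-acetylcholine fluorescence recording 140 s. Detection: Fluo-8 calcium fluorescence. Read-out: % activation, ACh-normalized. Benchmarks: ACh EC20 and EC100 wells. Repeats: singlicate, one well per test compound.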
M4 antag: CHRM4 antagonism in calcium assay. inhibition, % at 3 µM. CHO-hM4 cells, ACh EC80, Fluo-8 calcium fluorescence. P08173. 0.73% of 360,000 active. AID 624125;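 active = inhibition above its plate's cutoff, the mean inhibition of sample wells plus 3 SD, cut at about 27% in these data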;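 also: 0% = acetylcholine EC80 with DMSO and 100% = DMSO without agonist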
M4 PAM: CHRM4 positive allosteric modulation; P08173; CHO-K1 hM4/Gqi5, Fluo-8 calcium fluorescence, ACh EC20; 0% = ACh EC20, 100% = maximal ACh; activation, % at 3 µM; 0.4% of 360,000 active; AID 624126;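 active = activation above its plate's cutoff, the mean activation of sample wells plus 3 SD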; also: some results filed as inactive read as strong as hits
CHRM5 agonist: agonists of human muscarinic M5 receptor (CHRM5). P08912. CHO-K1 hM5 cells, Fluo-8 calcium fluorescence; 0% DMSO wells, 100% maximal acetylcholine response. activation, % at 3 µM. 0.19% of 360,000 active;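 active = activation above the run's mean over test compounds plus 3 SD, cut at about 23% in these data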;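 also: signal is peak over basal fluorescence ratio across the kinetic read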
CHRM1 PAM: human CHRM1 positive allosteric modulation | P11229 | CHO-K1 hM1, Fluo-8 calcium fluorescence, ACh EC20; 0% = ACh EC20, 100% = maximal ACh | activation, % at 3 µM | 0.088% of 360,000 active; in the data active = activation above about 19%, passing the limit was not always enough
CRFBP-R2 agonist: CRF-BP/CRF-R2 complex agonism. 0.46% of 350,000 active. HEK293 CRF-R2/CRF-BP, calcium dye fluorescence (FLIPR); percent of saturating CRF peptide response. activation, % at 13.2 µM;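 active = activation of at least 50%, plus an integration ratio under a set limit after plate pattern correction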;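 also: plate controls were neutral control wells without compound for no effect and CRF at EC100 for full effect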
CRFR2-BP antag: CRF-BP/CRF-R2 complex antagonism | HEK293 CRF-R2/CRF-BP, CRF-induced calcium fluorescence | inhibition, % at 11.8 µM | 0.59% of 350,000 active | AID 588475;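 active = inhibition of the ligand-induced calcium signal above about 50% at the single tested concentration, limit read from the data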
CHRM5 antagonist: CHRM5 antagonism in calcium assay. P08912. CHO-hM5 cells, Fluo-8 calcium fluorescence, ACh EC80. inhibition, % at 3 µM. 0.59% of 360,000 active. AID 624040;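 active = inhibition above a per-plate cutoff, the mean of that plate's test compounds plus 3 SD, cut at about 27% in these data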;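 also: 0% = acetylcholine EC80 with DMSO and 100% = DMSO without agonist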
Starred values were filed as active, the others as inactive; · = no result given; & = joins results of further samples.

Value order – M4 ag, M5 PAM, M4 antag, M4 PAM, CHRM5 agonist, CHRM1 PAM, CRFBP-R2 agonist, CRFR2-BP antag, CHRM5 antagonist
[1] O=C1c2ccccc2-c2nc3ccccc3n21
  15&1, -13&-2, 1&-3, -21&11, 0&-2, -7&4, 1.3&-1.8, 1&-18, 5&-3
[2] CCOc1ccc2nc(Cl)c(CN(C(=O)c3cnccn3)C3CCCC3)cc2c1
  0, -2, -2, -4, 0, 9, 3.2, 5, -16
[3] CCc1ccccc1N1C[C@@]23C=C[C@@H](O2)C(C(=O)OCC(C)C)[C@H]3C1=O (some centres not stated)
  0, -3, 5, 8, 0, 10, -0.6, 7, -2
[4] CCOc1ccc(C(=O)Nc2cc(=O)n(C)c(=O)n2C)cc1
  1, 1, -7, 9, -1, 8, -1.1, 16, -5
[5] CCOc1cc(/C=C2\N=C(SCC)SC2=O)cc([N+](=O)[O-])c1OC(C)=O
  0, -3, -8, 4, -6, -1, 0.3, 39, -8
[6] CC1=Nn2c(nnc2-c2ccc(F)cc2)SC1
  0, -1, 7, 0, 0, 8, -1.9, 0, -9
[7] O=C(O)C1=C(OCc2ccccc2)C(=O)NCC1
  0, -4, -3, 2, -4, 8, -1.1, 20, -2
[8] O=C(c1ccco1)N(Cc1cccc(F)c1)C1CCS(=O)(=O)C1 (configuration not stated)
  2, 0, -1, 5, -3, 4, -1.4, 6, 0
[9] CC(=O)N1CCN(c2ccc(NC(=O)c3ccc4c(c3)OCO4)cc2)CC1
  1, -1, -11, 1, 1, 4, 1.5, 7, 0
[10] O=C(CSc1nc2ncc(Br)cc2[nH]1)Nc1ccc2c(c1)OCO2
  3, -4, 0, 0, 0, 7, 1.0, -14, -1
[11] COc1ccc(-c2cc(Cl)cc3c(=O)c4ccccc4n(C)c23)cc1F
  1, 2, 9, 1, 2, 11, 4.3, -1, 9
[12] O=c1cc(CSc2ccc(S(=O)(=O)N3CCCCC3)cn2)nc2sccn12
  1, 10, -13, 5, -3, 6, 4.1, 2, -12
[13] CCOc1ccc(NC(=O)CN(C)C(=O)c2cc(-c3ccncc3)nc3ccccc23)cc1OCC
  18, -24, 7, -8, 1, -6, -2.2, -8, 19
[14] Cc1sc2ncn(CC(=O)NCCCC(=O)N3CCN(c4ccccn4)CC3)c(=O)c2c1C
  1, 9, -10, 6, -4, 8, 1.0, 4, -14
[15] CC(=O)N(CC1CCCO1)c1nnc(-c2cnccn2)s1 (configuration not stated)
  1, -2, -13, 6, -1, -2, 3.0, 9, 2
[16] COc1cc(C(C(=O)NC2CCCCC2)N(CCN2CCOCC2)C(=O)C2COc3ccccc3O2)cc(OC)c1OC (configuration not stated)
  0, -4, 1, -6, 3, 5, -4.7, -1, -6
[17] Cc1cc(C)cc(SCc2noc(C(=O)NCCN(C)C)c2C(=O)NCCN(C)C)c1
  1, 1, 0, 5, -12, -9, 1.2, -1, 10
[18] CC(CNc1ccc(Cl)cc1)(CNc1ccc(Cl)cc1)[N+](=O)[O-]
  5, 4, -6, -2, 2, 2, -1.5, 1, 0
[19] COc1ccc(N2CCN(c3cc(=O)n(Cc4ccc(F)cc4)c(=O)[nH]3)CC2)cc1
  2, -2, 2, 2, 2, 9, -1.7, 8, 0
[20] NC(=S)Nc1ccc2cn[nH]c2c1
  2, -3, -10, -3, 0, -3, 0.3, -4, 13

Four neighbouring records from above, for reference:
Value order – M4 ag, M5 PAM, M4 antag, M4 PAM, CHRM5 agonist, CHRM1 PAM, CRFBP-R2 agonist, CRFR2-BP antag, CHRM5 antagonist
[17] Cc1cc(C)cc(SCc2noc(C(=O)NCCN(C)C)c2C(=O)NCCN(C)C)c1
  1, 1, 0, 5, -12, -9, 1.2, -1, 10
[18] CC(CNc1ccc(Cl)cc1)(CNc1ccc(Cl)cc1)[N+](=O)[O-]
  5, 4, -6, -2, 2, 2, -1.5, 1, 0
[19] COc1ccc(N2CCN(c3cc(=O)n(Cc4ccc(F)cc4)c(=O)[nH]3)CC2)cc1
  2, -2, 2, 2, 2, 9, -1.7, 8, 0
[20] NC(=S)Nc1ccc2cn[nH]c2c1
  2, -3, -10, -3, 0, -3, 0.3, -4, 13

Single records, from the list above. Values in the order: M4 ag | M5 PAM | M4 antag | M4 PAM | CHRM5 agonist | CHRM1 PAM | CRFBP-R2 agonist | CRFR2-BP antag | CHRM5 antagonist
CCOc1ccc(C(=O)Nc2cc(=O)n(C)c(=O)n2C)cc1 reads 1 | 1 | -7 | 9 | -1 | 8 | -1.1 | 16 | -5
Cc1cc(C)cc(SCc2noc(C(=O)NCCN(C)C)c2C(=O)NCCN(C)C)c1 reads 1 | 1 | 0 | 5 | -12 | -9 | 1.2 | -1 | 10
NC(=S)Nc1ccc2cn[nH]c2c1 reads 2 | -3 | -10 | -3 | 0 | -3 | 0.3 | -4 | 13
CC(CNc1ccc(Cl)cc1)(CNc1ccc(Cl)cc1)[N+](=O)[O-] reads 5 | 4 | -6 | -2 | 2 | 2 | -1.5 | 1 | 0

(listing goes on)
Value order – M4 ag, M5 PAM, M4 antag, M4 PAM, CHRM5 agonist, CHRM1 PAM, CRFBP-R2 agonist, CRFR2-BP antag, CHRM5 antagonist
[21] Cc1ccc(C)c(NS(=O)(=O)c2csc(C(N)=O)c2)c1
  1, -5, 4, -9, -2, 1, 0.3, -10, 14
[22] COC(=O)c1c(N)[nH]c(C(=O)c2ccccc2)c1-c1ccccc1Br
  7, -10, -1, 6, -2, ·, ·, ·, 5
[23] CC(C)c1ccc(NS(=O)(=O)c2cccc3cccnc23)cc1
  2, -4, -1, 0, -4, 5, -0.3, -9, 1
[24] CCCCNC(=O)c1ccccc1Cl
  0, -1, 0, 4, -2, 11, -2.0, 7, 0
[25] Cc1noc(C)c1NC(=O)N(C)C[C@H]1Oc2ccc(NS(=O)(=O)c3ccc(F)cc3)cc2C(=O)N([C@H](C)CO)C[C@@H]1C
  0, -2, 11, 1, -3, -8, 0.3, 3, 15
[26] CCC1(C)Cc2ccccc2-c2nc(NCCCO)[nH]c(=O)c21 (configuration not stated)
  3, 6, -5, 2, 2, 5, -1.4, -10, 1
[27] COc1ccc(O)c(/C=N/NC(=O)CCC(=O)Nc2ccc(F)cc2)c1
  2, -6, -4, 0, -3, 5, 0.5, -4, 4
[28] COc1cccc(C(=O)Nc2ccc3[nH]ncc3c2)c1
  1, 11, 0, 1, 1, 22, -1.9, -3, 2
[29] Cn1c(CNc2ccc(Cl)cc2)nnc1SCC#N
  2, 3, 3, 6, 0, 16, -2.0, 3, 0
[30] CSc1nnc(C(C)(C)C)c(=O)n1/N=C/c1ccccc1
  0, 6, -19, -6, 8, 2, 0.5, -20, -2
[31] COc1ccc(CN(CCC(c2ccc(F)cc2)C2CCOC(C)(C)C2)C(=O)c2ccco2)cc1 (configuration not stated)
  7, -20, 30*, -22, 0, -24, 3.0, 0, 36*
[32] COc1ccc(CN2CCNC(=O)C2CC(=O)NCCc2cnccn2)cc1C (configuration not stated)
  0, 3, 4, 2, -5, 3, 0.8, 9, -7
[33] CCCCn1c(CCNC(=O)CC)nc2ccccc21
  1, -4, -7, -4, 0, 4, 1.6, 1, 0
[34] CNC(=O)CN(c1cc(C)ccc1OC)S(=O)(=O)c1ccc(C)cc1
  2, 1, 0, 4, -8, 10, -0.5, 4, -3
[35] Cc1cc(-c2csc(NC(=O)c3ccc(C#N)cc3)n2)c(C)n1Cc1ccccc1
  1, 2, -2, 5, 4, 8, 0.3, 5, -10
[36] COc1ccc(N2CCN(C(=O)c3cc(=O)c4ccc(C)cc4o3)CC2)cc1
  2, -4, 0, -2, -6, 8, -1.5, -1, 4
[37] COc1cccc(CNc2ccc(F)c(Cl)c2)c1O
  3, -9, 1, -4, 0, 5, 0.8, -24, 5
[38] COc1ccc(CCN(C)C(=O)C(CCSC)NC(=O)c2ccco2)cc1OC (configuration not stated)
  1, 2, -3, 1, -2, 3, -1.2, 7, 10
[39] CS(=O)(=O)N(CC(=O)N1CCN(c2ccccc2)CC1)c1ccc(Cl)c(C(F)(F)F)c1
  3, 1, 1, 2, 4, 13, 5.5, -19, -1
[40] O=C(COc1ccc(Cl)cc1)Nc1ccc(NC(=O)c2ccco2)cc1
  2, -3, 12, -5, -1, 3, 1.5, -19, 16
[41] CCOc1ccccc1CNC(=O)Cn1ccc2cc(S(=O)(=O)N3CCCC3)ccc21
  5, -5, -3, -7, -6, 0, 0.5, -11, 4
[42] CC(C)(C)C1CCC(C(=O)OCC(=O)c2ccc[nH]2)CC1 (configuration not stated)
  1, -12, -1, 1, -8, 2, 1.7, -29, 5
[43] COc1cc(OC)c(C2SCCN2S(=O)(=O)c2ccc(F)cc2)cc1OC (configuration not stated)
  10, -41, 0, -2, -2, -8, 0.3, 2, 11
[44] CCC(C(=O)NC1CCCC1)N(C(=O)Cn1nnc(-c2cccs2)n1)c1cnc2ccccc2c1 (configuration not stated)
  1, 10, 0, 1, -11, 10, 0.2, 17, 6
[45] Nc1nonc1-n1nnc(C(=O)N/N=C/c2ccc(F)cc2)c1-c1ccc2c(c1)OCO2
  2, -3, -7, 3, 0, 4, 1.3, -10, 3
[46] COc1ccc(C2OCC(C)([N+](=O)[O-])CO2)cc1 (configuration not stated)
  1, -1, 5, 1, -2, 8, -2.1, 11, 16
[47] Cc1ccc(C(=O)NCC(=O)OCC(=O)NC2CCCCCCC2)cc1
  1, 2, 2, 1, -1, 2, 2.2, -5, 7
[48] CC(=O)n1cc(Nc2ccccc2C(=O)O)c2ccccc21
  1, 3, -6, 4, -1, 3, -0.8, 4, -4
[49] Cc1ccc(S(=O)(=O)N2CCC(C(=O)OCC(=O)Nc3cc(S(C)(=O)=O)ccc3Cl)CC2)cc1C
  9, 5, -5, 0, 0, 2, 4.0, 10, 0
[50] CCCn1c(CCl)nc2cc(S(=O)(=O)N3CCOCC3)ccc21
  1, 0, -1, 8, 0, 2, 4.7, -12, 13
[51] C[C@@H](CO)NC(=O)c1[nH]cnc1C(=O)Nc1cccc(Cl)c1
  4, 1, -4, 10, 0, 4, 4.2, 19, -7
[52] NC(=O)CCn1ccc2ccccc21
  8, -8, 0, -13, 7, 1, 6.6, -23, 14
[53] CCOC(=O)C1=C(C)NC(C)=C(C(=O)OCC)C1c1cc(N)ccc1OC(F)F
  6, 7, -16, 7, -4, 3, -1.5, 8, -6
[54] COc1cccc(NC(=O)N2C3CCCC2CC(NC(=O)C(C)(C)C)C3)c1 (configuration not stated)
  1, -7, 9, -8, -14, 1, -1.8, 9, 15
[55] O=C(COC(=O)CCC(=O)c1cccs1)Nc1ccc(S(=O)(=O)N2CCOCC2)cc1
  5, -7, 2, 0, 2, 1, 0.5, 7, 2
[56] O=C(CCC(=O)N1CCOc2ccccc21)Nc1ccccc1Br
  16, -10, 2, -6, 4, -11, -1.9, 31, 14
[57] CC(C)OC(=O)CSc1nnc(-c2ccc(Cl)cc2Cl)o1
  1, 5, 11, -8, -5, -1, -1.1, -2, 0
[58] CCCc1cc(=O)n2[nH]c(NCc3ccccc3Cl)nc2n1
  -1, 1, 2, 7, -1, 10, -0.5, 11, -2
[59] CC1CCCC(C)N1C(=O)CSc1nnc(NC(=O)c2cccs2)s1 (configuration not stated)
  1, 0, -9, 0, 1, 5, 0.1, -11, -6
